Screening data: PubChem BioAssay, several laboratories
P. falciparum M17LAP: P. falciparum M17LAP inhibitors, primary screen, biochemical, fluorogenic H-Leu-NHMec substrate, 1536-well (AID 1619); inhibition, % at 30 µM; hits with a dose series show IC50 in µM; recombinant M17LAP, H-Leu-NHMec fluorogenic kinetic assay; higher % means a stronger effect; 0.38% of 220,000 active;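 active = compound inhibiting the enzyme by more than half at any dose during confirmatory dose-response retesting; inconclusive = strong single-dose inhibitors picked by rank but not retested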;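 also: plate controls were full reaction with DMSO carrier for no effect and no enzyme background for full effect; strong numbers were not always called active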
XIAP antagonists: small molecules displacing peptide from XIAP – biochemical, IAP family, fluorescence polarization (AID 1018). XIAP BIR domain, fluorescence polarization peptide displacement; higher % means a stronger effect. displacement, % at 20 µM, or IC50 in µM where a hit was titrated. 0.007% of 200,000 active; in the data active = displacement above about 50%; also: a part of the inactive calls stands beside numbers as strong as those of hits
AID2073: disruptors of CaV2.2 binding to Mint1 – biochemical, HTRF (AID 2073); HTRF protein-protein interaction, Mint1-CaV2.2; higher % means a stronger effect; inhibition, % at 20 µM; hits with a dose series show IC50 in µM; 0.19% of 290,000 active; in the data active = inhibition mostly above about 51%, no sharp cut-off; inconclusive = no clear call, values can overlap the other calls; inactive = mostly below about 53%; also: some results filed as inactive read as strong as hits
M1AAP inhibition: P. falciparum M1AAP inhibitors, biochemical, fluorogenic H-Leu-NHMec substrate, 1536-well (AID 1445); 0.42% of 220,000 active; recombinant M1AAP, H-Leu-NHMec fluorogenic kinetic assay; higher % means a stronger effect; one-dose inhibition, % at 30 µM; IC50 in µM for titrated hits;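 active = primary inhibition above the hit cutoff, then over 50% inhibition at one or more dose response concentrations, cut at about 23% in these data, passing the limit was not always enough; inconclusive = conflicting primary data, or primary hits not chosen for dose response; inactive = low primary inhibition, or under 50% at every dose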;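 also: plate controls were DMSO full reaction for no effect and no enzyme background for full effect; strong numbers were not always called active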
LYP phosphatase: inhibitors of LYP phosphatase, biochemical, fluorescence intensity, uHTS (AID 1779); recombinant LYP phosphatase, fluorescence intensity; higher % means a stronger effect; inhibition, % at 11.5 µM, or IC50 in µM where a hit was titrated; 0.054% of 290,000 active;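 also: plate controls were vehicle with enzyme for no effect and no enzyme for full effect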
Lipid droplet: modulators of hepatic lipid droplet formation; AID 1656; AML12 mouse hepatocytes, oleate lipid droplets, BODIPY imaging; 0.4% of 240,000 active; inhibition, % at 6.5 µM;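 active = lipid droplet intensity inhibited by at least 50%, with more than 500 cells counted; inconclusive = wells with under 300 cells, treated as cytotoxic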
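Test system: AML12 hepatocytes (mouse); reagent: oleate loading, 100 µM; dosing: one dose, 6.5 µM compound; incubation: overnight exposure; signal: fluorescence imaging, 20x objective, two fields per well; read-out basis: % inhibition of corrected integrated BODIPY droplet signal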
NOD2 inhibition: inhibition of NOD2-driven NF-kB reporter – cell-based, luminescence, uHTS, HEK293 (AID 1566). HEK293 NOD2/NF-kB luciferase reporter, luminescence; higher % means a stronger effect. one-dose inhibition, % at 4 µM; EC50 in µM for titrated hits. 0.63% of 290,000 active; also: many of its hits are not listed in these tables
Siah-1 displacement: blockers of Siah-1 interaction with plectin peptide – biochemical, fluorescence polarization, rhodamine-plectin, uHTS, primary screen (AID 1817); Siah-1 / rhodamine-plectin peptide fluorescence polarization; higher % means a stronger effect; one-dose displacement, % at 20 µM; IC50 in µM for titrated hits; 0.02% of 290,000 active;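 active = displacement of at least 50% at 20 µM, with a fluorescence ratio check between 0.3 and a set limit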;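 also: plate controls were Siah plus tracer with DMSO for no effect and tracer alone without Siah for full effect; strong numbers were not always called active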
CSM14.1 death rescue: protection against thapsigargin-triggered cell killing – 384-well, CSM14.1, ATP luminescence, primary screen (AID 1222) | cellular ATP content (survival), % at 20 µM, or EC50 in µM where a hit was titrated | CSM14.1 thapsigargin-induced death rescue, ATP luminescence; higher % means a stronger effect | 190,000 tested, under 10 active;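 active = EC50 below 50 µM in the dose-response confirmation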;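 also: death triggered by thapsigargin at about 15 µM added after 2 h compound pretreatment; cell ATP read after overnight thapsigargin exposure of roughly 18 to 22 hours; normalized against plate controls of thapsigargin alone and 5% DMSO vehicle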
Lipid droplet cells 6.5 µM: recorded beside Lipid droplet, whose call it bears; cell count; measured here: cell count, cytotoxicity flag;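 cells counted across two imaged fields per well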
* hit, by the source's call; u = inconclusive; x = not tested or not shown. Rule as the data show it, unless noted: active = inhibition above about 50%; inactive = the rest.

SMILES	P. falciparum M17LAP	XIAP antagonists	AID2073	M1AAP inhibition	LYP phosphatase	Lipid droplet	Lipid droplet cells 6.5 µM	NOD2 inhibition	Siah-1 displacement	CSM14.1 death rescue
C=CCc1cc(Cl)ccc1OCCOCCNC(C)(C)C	11%	-1.2%	-10%	-3%	-12%	-17	705	0%	3%	-2.8%
CCOP(=O)(OCC)C(Nc1cccc([N+](=O)[O-])c1)c1ccc(N(C)C)cc1 (stereo not drawn)	11%	x	-1%	9%	0%	5	788	18%	-4%	x
Nc1ccccc1SC1CC(=O)N(c2ccc3c(c2)OCCO3)C1=O (stereo not drawn)	2%	x	-10%	2%	-8%	2	697	-30%	8%	x
CCC(C)[C@H](NC(=O)N1CC(=O)Nc2ccccc21)C(=O)N[C@H](Cc1ccccc1)C(=O)O (stereo partly drawn)	x	x	6%	x	-13%	x	x	11%	-2%	x
O=C(Nc1ccc(Cl)cc1-c1nc2ccccc2s1)c1ccco1	9%	-6.4%	u	12%	4%	x	x	-26%	2%	-1.5%
Cc1cc(=O)[nH]c(SCC(=O)N(CCC#N)c2ccccc2)c1C#N	6%	-4.3%	-3%	-2%	-2%	2	656	14%	6%	-1.8%
CCn1c(SCC#N)nc2ccccc2c1=O	-7%	x	25%	0%	-8%	-2	701	14%	9%	x
CCOc1nc(OCC)c2cnn(C)c2n1	-7%	x	17%	-10%	-2%	22	863	23%	-4%	x
CCCn1nc(NC(=O)C2CCCO2)c2cc3cc(C)ccc3nc21 (stereo not drawn)	-19%	-2.9%	14%	9%	-4%	-2	735	-13%	-5%	-2.2%
CCOC(=O)C1(Cc2ccccc2C(F)(F)F)CCN(C2CCCC2)CC1	-11%	-5.9%	-6%	0%	-3%	-86	767	6%	-4%	-0.8%
O=C(CSc1ncnc2scc(-c3ccccc3)c12)NCc1ccc2c(c1)OCO2	4%	-5.4%	5%	1%	1%	-4	633	-2%	1%	2.4%
O=S(=O)(Cc1ccc(Cl)cc1)NCC1CCCO1 (stereo not drawn)	-4%	-4.0%	4%	u	0%	16	611	11%	12%	-1.8%
O=C(Oc1cccccc1=O)c1ccccc1	-2%	-5.3%	-5%	9%	1%	18	726	-2%	-1%	-2.8%
CCOC(=O)c1cnc(SC)nc1Sc1cc(Cl)ccc1Cl	-10%	-8.5%	34%	16%	-11%	x	x	7%	-3%	-3.0%
CC(=O)c1ccc(N2CCN(CC3CCCCC3)CC2)cc1	x	x	15%	x	-4%	7	792	-18%	3%	x
CC(C)Cc1cc(C(=O)N2CCC(N3CCC(C(=O)NC4CC4)CC3)CC2)n[nH]1	-3%	-2.5%	14%	-8%	-6%	6	734	10%	-1%	2.9%
O=C(CN1CCOCC1)N1CCN(c2ccc([N+](=O)[O-])cc2)CC1	20%	-0.3%	-11%	10%	-4%	4	748	15%	-6%	4.0%
COc1cccc(C(=O)N(C)c2nnc(-c3ccncc3)s2)c1	3%	0.8%	-6%	-8%	-3%	x	x	10%	4%	2.6%
Cc1ccc(NC(=O)CN2C(=O)N/C(=C\c3cccnc3)C2=O)cc1	2%	-8.6%	5%	1%	0%	-8	706	7%	0%	-1.3%
CC(=O)NS(=O)(=O)c1ccc(NC(=O)c2cccc(S(=O)(=O)N3CCc4ccccc43)c2)cc1	10%	-5.5%	-2%	9%	4%	-4	655	3%	3%	0.2%
CC(C)(C)OC(=O)N1CCC[C@H]1c1nnc(SCc2c(F)cccc2Cl)o1	-5%	-0.9%	-5%	8%	-2%	x	x	-10%	6%	2.4%
Cc1cccc(NC(=O)c2sc3ncn(CC(=O)N4CCN(c5ccccn5)CC4)c(=O)c3c2C)c1	x	x	12%	x	-4%	22	637	19%	0%	x
CC(C)(C)S(=O)(=O)c1nc2ccccc2s1	-8%	-6.7%	2%	2%	-10%	x	x	-5%	0%	-1.1%
CCc1nnc(NC(=O)CCC(=O)N2CCN(S(=O)(=O)c3cc(Cl)ccc3OC)CC2)s1	x	x	1%	x	-15%	-27	741	15%	-3%	x
CCc1ccc(CCC(=O)Nc2nnc(C)s2)o1	3%	-3.0%	12%	5%	0%	-12	702	-1%	0%	-2.3%
SMILES	P. falciparum M17LAP	XIAP antagonists	AID2073	M1AAP inhibition	LYP phosphatase	Lipid droplet	Lipid droplet cells 6.5 µM	NOD2 inhibition	Siah-1 displacement	CSM14.1 death rescue
CC1(C)CC(=O)C(C=NCc2ccc3c(c2)OCO3)=C(O)C1	3%	-7.0%	u	3%	0%	-2	706	4%	2%	x
CN(C)S(=O)(=O)Nc1ccccn1	-7%	x	9%	3%	-3%	2	681	12%	-3%	x
COc1cc(NC(=O)c2ccccc2[N+](=O)[O-])c(C(=O)O)cc1OC	7%	-2.2%	-2%	0%	1%	3	644	10%	0%	-1.8%
CN(c1ccccc1C(=O)O)S(=O)(=O)c1ccc2[nH]c(=O)[nH]c2c1	x	x	7%	x	-5%	8	831	-4%	2%	x
Cc1sc2ncnc(SCC(=O)NC3CC3)c2c1C	6%	-12%	-7%	4%	-10%	-13	824	-4%	0%	0.3%
Cc1cc(C)nc(Sc2nc(Cl)nc(N(c3ccccc3)c3ccccc3)n2)n1	6%	-4.6%	-25%	3%	-4%	5	791	-25%	2%	-1.5%
C=C1C(C(=O)Nc2cccc(OC)c2)C1C(=O)Nc1cccc(OC)c1 (stereo not drawn)	1%	-10%	0%	5%	-4%	-11	730	-13%	1%	-0.6%
O=C(/C=C/c1ccccc1)NC(=S)Nc1ccccc1O	x	x	-2%	x	-8%	-11	887	1%	3%	x
O=C(c1cccs1)N1CCc2c([nH]c3ccccc23)C1c1ccccn1 (stereo not drawn)	-4%	-9.0%	16%	0%	-7%	-7	686	4%	-5%	-0.6%
CCSc1nc2c(c(=O)[nH]c(=O)n2C)n1Cc1ccc(Cl)cc1	2%	-3.8%	22%	6%	-3%	x	x	12%	3%	-0.1%
CC(=O)Nc1ccc(S(=O)(=O)NNC(=O)CCC(=O)Nc2cc(C)ccc2C)cc1	1%	-4.9%	5%	3%	-6%	1	708	-10%	-1%	-2.6%
NC(=O)C1CCN(C(=O)CCCCCn2c(=O)[nH]c3ccsc3c2=O)CC1	4%	-4.3%	21%	5%	-5%	-8	732	11%	4%	7.0%
CC(=O)OCCCN1C(=O)c2ccc(Br)cc2C1=O	2%	-7.6%	10%	6%	-6%	x	x	11%	-3%	-1.6%
Cc1cc(C)n(-c2ccc(Cl)c(Cl)c2)n1	15%	-6.5%	-10%	12%	-8%	-26	675	7%	-3%	1.1%
CC(=O)N1CCN(c2ccc([N+](=O)[O-])cc2)CC1	21%	-4.2%	5%	4%	3%	4	690	8%	2%	0.3%
O=C(Nc1ccc(CN2CCCCC2)cc1)c1cccc(F)c1	2%	-2.4%	0%	5%	-4%	4	729	-16%	3%	-1.5%
CC1(C)Cc2ccccc2-c2nc3n(c(=O)c21)CCCS3	13%	3.5%	-3%	8%	1%	8	743	-2%	-8%	1.9%
COc1ccc2c(c1)C(=O)CC(c1ccccc1F)O2 (stereo not drawn)	2%	-4.3%	3%	2%	-2%	x	x	-14%	0%	-0.4%
Cc1cccc(CCNC(=O)C2CCN(S(=O)(=O)c3cccc4cccnc34)CC2)c1	x	x	12%	x	-7%	-1	744	7%	2%	x
COc1ccccc1-n1c(SCC(=O)c2ccc(O)cc2O)nc2cc([N+](=O)[O-])ccc21	-15%	-4.8%	32%	7%	4%	-12	580	-16%	6%	3.7%
COc1cc(-c2cn(S(=O)(=O)c3cccc4nsnc34)nc2N)cc(OC)c1OC	7%	-8.4%	1%	16%	-4%	-35	782	-16%	-4%	2.6%
N#C/C(C(=O)Oc1ccccc1)=C1/Nc2ccccc2-c2ccccc21	12%	-9.4%	22%	17%	-8%	x	x	4%	2%	0.0%
S=c1[nH]nc(-c2cnccn2)n1-c1ccccc1	16%	-5.3%	3%	3%	-2%	-2	734	-4%	-4%	6.4%
Cc1ccc(CN2CCN(Cc3cnc(C)s3)CC2CCO)o1 (stereo not drawn)	-1%	-9.0%	-9%	5%	-5%	-1	706	-4%	-1%	2.4%
COc1ccc(-c2nnn(CC(=O)c3ccc4c(c3)OCCO4)n2)cc1OC	24%	-4.6%	4%	-1%	-4%	4	822	-16%	0%	-4.2%
SMILES	P. falciparum M17LAP	XIAP antagonists	AID2073	M1AAP inhibition	LYP phosphatase	Lipid droplet	Lipid droplet cells 6.5 µM	NOD2 inhibition	Siah-1 displacement	CSM14.1 death rescue
CC(C)C(NC(=O)c1cccs1)C(=O)NC1CCCCC1 (stereo not drawn)	x	x	5%	x	-7%	3	794	-6%	9%	x
COc1ccccc1NC(=O)/C(=C\c1cccnc1)NC(=O)c1ccccc1	x	x	7%	x	-12%	-1	712	2%	11%	x
O=C(CCCn1c(=O)[nH]c2ccc(Br)cc2c1=O)NCc1ccc(Cl)cc1	-3%	-8.3%	-13%	0%	-2%	-5	633	-6%	-6%	-0.6%
CC(C)(C)NS(=O)(=O)c1ccc(NC(=S)NC(=O)C2CCC2)cc1	x	x	4%	x	-4%	24	704	5%	-5%	x
CCc1ccccc1NC(=O)CCCN1C(=O)C2CC=CCC2C1=O (stereo not drawn)	x	x	2%	x	-8%	-1	603	3%	-1%	x
O=C(CCC(=O)N(CC(=O)NC1CCCCC1)Cc1ccccc1)Nc1ccccn1	1%	-12%	-13%	12%	-5%	19	802	7%	-1%	-1.5%
CCCCNC(=O)c1oc2ccc(S(=O)(=O)N3CCCC3)cc2c1C	x	x	-1%	x	-4%	12	729	8%	1%	x
CCCc1c(O)c2ccccc2n(-c2ccccc2)c1=O	-11%	-3.6%	12%	7%	0%	x	x	20%	1%	-1.7%
CCC(C)Cn1c(C(C)C)nc2ccccc21 (stereo not drawn)	3%	-15%	-13%	10%	-13%	13	669	x	-2%	-1.9%
CCOC(=O)c1c(C)nc2sc(C(N)=O)c(N)c2c1-c1ccccc1	4%	-5.1%	u	-3%	-8%	5	771	12%	0%	0.0%
CCN(CC)C(=O)CSC(Nc1cccc(F)c1)=C(C#N)C#N	33%	x	1%	8%	-2%	-8	741	7%	3%	x
COc1cc(NCCC(=O)c2cccs2)c(OC)cc1Cl	-7%	-8.5%	0%	6%	-3%	15	692	12%	4%	x

A draw from above in order of heavy-atom count, largest number first:
SMILES	P. falciparum M17LAP	XIAP antagonists	AID2073	M1AAP inhibition	LYP phosphatase	Lipid droplet	Lipid droplet cells 6.5 µM	NOD2 inhibition	Siah-1 displacement	CSM14.1 death rescue
CCOC(=O)c1c(C)nc2sc(C(N)=O)c(N)c2c1-c1ccccc1	4%	-5.1%	u	-3%	-8%	5	771	12%	0%	0.0%
CCN(CC)C(=O)CSC(Nc1cccc(F)c1)=C(C#N)C#N	33%	x	1%	8%	-2%	-8	741	7%	3%	x
CC(C)C(NC(=O)c1cccs1)C(=O)NC1CCCCC1 (stereo not drawn)	x	x	5%	x	-7%	3	794	-6%	9%	x

The list is partial. The share of hits here may be higher or lower than overall.
